# ELG1 genotoxic – genotoxicity induction in ELG1-luciferase HEK293T cells; HEK293T ELG1-luciferase reporter, luminescence, 16 h; Potency, µM (highest dose often 46 µM), for inactives: at the highest dose activity change, positive = activation, usual class: activators; 330,000 compounds, 1.3% hits; AID 504466; also: potency is read from the fitted curve at half-maximal effect; % of control where 0% means no effect; nearly all actives have a fitted effect of over 60% in size
#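 Luminescence read-out: rising ELG1-luciferase signal, reflecting elevated ELG1 protein under genetic stress, flags genotoxic compounds. Cells were treated for 16 hr at 37 °C before ONE-Glo detection.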
# B2AR arrestin – agonists driving beta-arrestin recruitment to human beta2-adrenergic receptor; beta-arrestin recruitment to beta2AR, cell-based reporter; P07550; 330,000 compounds, 0.02% hits; Potency, µM (highest dose often 46.1 µM), inactives show at the highest dose activation, most hits filed as activators;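 also: potency is read from the fitted curve at half-maximal effect; 0% = DMSO controls and full agonism = EC100 isoproterenol or metaproterenol; nearly all actives have a fitted effect of over 65% in size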
# Eya2 phos inh – inhibitors of human Eya2 phosphatase activity; AID 488837; 330,000 compounds, 0.006% hits; recombinant Eya2, OMFP fluorescence dephosphorylation (OMFP is methylfluorescein phosphate); O00167; Potency, µM (doses to about 76.9 µM), without a hit: at the top dose activity, negative = inhibition, usual class: inhibitors; also: potency is read from the fitted curve at half-maximal effect; % is scaled to controls: 0 for no effect and ±100 for the full control effect
# Target sequence (O00167 whole entry, looked up): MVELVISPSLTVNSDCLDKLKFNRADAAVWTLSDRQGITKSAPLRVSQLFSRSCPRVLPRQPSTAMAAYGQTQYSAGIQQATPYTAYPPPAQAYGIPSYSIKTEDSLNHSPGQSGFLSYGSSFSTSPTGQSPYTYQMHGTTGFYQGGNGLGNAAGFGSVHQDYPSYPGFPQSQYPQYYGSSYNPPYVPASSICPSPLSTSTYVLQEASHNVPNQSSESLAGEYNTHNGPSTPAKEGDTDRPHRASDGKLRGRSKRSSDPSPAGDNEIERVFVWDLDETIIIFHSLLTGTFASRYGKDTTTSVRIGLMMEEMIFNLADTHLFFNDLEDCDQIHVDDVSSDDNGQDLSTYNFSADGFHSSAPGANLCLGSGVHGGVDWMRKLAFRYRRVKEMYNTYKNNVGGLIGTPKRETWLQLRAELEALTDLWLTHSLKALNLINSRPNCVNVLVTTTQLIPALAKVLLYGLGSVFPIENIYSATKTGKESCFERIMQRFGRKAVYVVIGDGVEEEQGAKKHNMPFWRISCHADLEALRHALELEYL
#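 Eya2 protein (added as 0.2 uM solution) was preincubated with compound for 10 min at ambient temperature in 50 mM HEPES pH 7.5, 50 mM NaCl, 5 uM MgCl2, 0.05% BSA, 1 mM DTT. OMFP (added at 50 uM) then reacted 10 min; fluorescence read at 485/525 nm.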
# S-ASM inh – inhibitors of human secretory acid sphingomyelinase; P17405; placental ASM, HMU-PC fluorogenic substrate, 60 min; Potency, µM (series often up to 57.5 µM), without a hit: top-dose activity change, negative = inhibition, usual class: inhibitors; 340,000 compounds, 0.006% hits; AID 504937; also: potency is read from the fitted curve at half-maximal effect
#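 Steps: dispense placental human ASM, pin compound, wait 10 min at room temperature, add HMU-PC0 substrate at 9 uM final, incubate 60 min at 37 °C, add stop solution raising pH to 10, read fluorescence.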
# Integrin act MD – activates integrin-mediated alleviation for muscular dystrophy. alpha7betagal myoblasts, beta-gal FDG fluorescence, 48 h. Potency, µM (highest dose often 38.3 µM), for the others: top-dose activation, actives largely listed as activators. 350,000 compounds, 0.064% hits. AID 624291;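 also: potency is read from the fitted curve at half-maximal effect; 100% = response of the positive control SU9516; nearly all actives have a fitted effect of over 60% in size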
#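 alpha7betagal+/- myoblasts (passage 13, 250/well) treated 48 h at 37C with compounds at 1:260 dilution of DMSO stock. Lysed, then beta-galactosidase activity read as FDG fluorescence (ex 480/em 540) after 30 min, with pre-read for autofluorescence.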
# uPA generation – cell surface uPA generation inhibition | AID 540303 | cell surface uPA generation assay, qHTS | Potency, µM (series often up to 38.3 µM), inactives show top-dose activity change, negative = inhibition, usual class: inhibitors | 330,000 compounds, 0.31% hits; active = well fitted inhibition curve with a large enough effect; inconclusive = small, poorly fitted or top-dose-only effect; inactive = no such curve, though single readings can be large or run the other way; tested in mouse RAW 264.7 cells; also: potency is read from the fitted curve at half-maximal effect; % is scaled to controls: 0 for no effect and ±100 for the full control effect; nearly all actives have a fitted effect of over 55% in size
# USP2a inh – inhibitors of human ubiquitin-specific protease USP2a; O75604; USP2 core, Ub-CHOP2 coupled fluorogenic reporter, 485/531; Potency, µM (series often up to 38.3 µM), without a hit: top-dose activity change, negative = inhibition, usual class: inhibitors; 330,000 compounds, 0.01% hits;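 also: potency is read from the fitted curve at half-maximal effect; plate controls were DMSO wells for no effect and full inhibition by NEM control for full effect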
#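 USP2 core (10nM final) preincubated 30min RT with compound in 20mM Tris-HCl pH 8.0, 2mM CaCl2, 2mM beta-mercaptoethanol, 0.05% CHAPS; 25nM Ub-CHOP2 plus 25nM reporter substrate added, fluorescence (Ex485/Em531) read after 60min.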
# p53 reactivator – re-activators of mutant p53 | H1299 p53-A138V BP100-luciferase reporter, luminescence, 24 h | Potency, µM (doses to about 92.2 µM), without a hit: at the highest dose activity change, positive = activation, actives largely listed as activators | 320,000 compounds, 0.063% hits; also: potency is read from the fitted curve at half-maximal effect; % of control where 0% means no effect; nearly all actives have a fitted effect of over 45% in size
#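 H1299 (p53-null), stable ts p53-A138V + BP100-Luc; 1000 cells/well, Opti-MEM/10% FBS; cpd 4 pt, 1:5; 24 h, 37 deg C, 5% CO2; detection reagent 10 min RT; luminescence.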
# BRCA1 expr act – activators of BRCA1 expression. MCF7-BRCA1-FFLuc reporter, luminescence, 48 h; response scale: scaled: vehicle 0%, 10 µM genistein 100%. Potency, µM (series often up to 46.1 µM), for inactives: at the top dose activation, usual class: activators. 380,000 compounds, 1.1% hits. AID 624202; also: potency is read from the fitted curve at half-maximal effect; nearly all actives have a fitted effect of over 80% in size; some results filed as inactive show a strong effect at the top dose
#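 Activators of BRCA1 expression were detected as increased firefly luciferase luminescence in engineered MCF7 cells after 48 h compound incubation. Signals were scaled to genistein 10 microM as full activation.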
# TRPV1 agonist – human TRPV1 agonism; Q8NER1; TRPV1-expressing cells, Fluo-8 calcium influx, agonist mode; activation, % at 8.33 µM; 320,000 compounds, 0.19% hits; AID 540275; in the data active = activation above about 80%; inconclusive = between about 30% and that limit; also: 0% is about no effect
#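 Fluo-8 calcium influx in TRPV1-expressing cells, kinetic read (ex 480/em 520 nm). Compound added and read 3 min for agonist activity, followed by capsaicin at EC20 final and 2 min further read for enhancement.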
# PTAP TSG101 blk – blocks PTAP/TSG101 interaction to inhibit HIV-1 budding; Fluorescence polarization, FITC-PTAP peptide / Tsg101 binding; Q99816; Potency, µM (series often up to 115 µM), inactives show at the highest dose activity change, negative = inhibition, usual class: inhibitors; 340,000 tested, under 10 active; active = well fitted inhibition curve with a large enough effect in the main read-out, with a control signal flat, not every such curve was filed as active; inconclusive = small, poorly fitted or top-dose-only effect, or effect the other way, or a change in a side signal; inactive = no such curve, though single readings can be large or run the other way; also: potency is read from the fitted curve at half-maximal effect; % of control where 0% means no effect
# Target sequence (Q99816 whole entry, looked up): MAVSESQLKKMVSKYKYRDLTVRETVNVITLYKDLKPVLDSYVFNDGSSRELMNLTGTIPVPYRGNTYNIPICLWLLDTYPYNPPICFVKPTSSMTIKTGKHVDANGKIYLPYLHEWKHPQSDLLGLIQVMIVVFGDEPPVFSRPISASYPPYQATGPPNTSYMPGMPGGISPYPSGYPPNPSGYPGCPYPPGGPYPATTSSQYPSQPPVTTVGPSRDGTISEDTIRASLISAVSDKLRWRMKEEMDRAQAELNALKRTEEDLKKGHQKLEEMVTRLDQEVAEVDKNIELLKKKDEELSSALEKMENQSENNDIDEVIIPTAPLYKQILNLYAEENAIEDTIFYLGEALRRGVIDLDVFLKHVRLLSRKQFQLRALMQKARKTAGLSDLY
#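 Tsg101 binding domain (10 uM final) was mixed with compound and a FITC-labeled PTAP peptide (50 nM final) in HEPES pH 7.5 buffer with NaCl, Tween 20, EDTA and TCEP; fluorescence polarization was read after 20 min at r.t.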
# * = called active by the depositor; ? = inconclusive; / = no result given; [ ] = dose if it differs, or a comment. Unless noted, calls follow the shape of the dose curve; as a rule, active = well fitted curve in the direction sought with a large enough effect; inconclusive = small, poorly fitted or top-dose-only effect, or another doubt; inactive = no such curve, though single readings can be large; an effect the other way counts as inactive or inconclusive.
1. COc1cc(/C=C/C(=O)Nc2cccc(S(=O)(=O)N3CCOCC3)c2)ccc1OCC#N
2. CC(C)COc1ccc(C(=O)N(CC(=O)Nc2ccccc2C(F)(F)F)Cc2ccco2)cc1
3. CCCCN(C(=O)C(C)Oc1ccc(Br)cc1)c1c(N)n(CC(C)C)c(=O)[nH]c1=O (stereo not drawn)
4. Cc1ccc(C(C(=O)NCc2ccco2)N(C(=O)CNC(=O)c2cccs2)c2ccc(C)cc2)cc1 (stereo not drawn)
5. CCC(Sc1nc(N)c(NC(=O)c2ccco2)c(=O)[nH]1)C(=O)O (stereo not drawn)
6. O=C(Nc1ccc(C(F)(F)F)cc1-c1ccccc1)c1ccccc1
7. CC(=O)c1ccc(OCC(O)CN2CC(C)OC(C)C2)cc1 (stereo not drawn)
8. C1=C(c2cc3ccccc3cn2)CCCC1
9. CN(CC(=O)Nc1ccc(F)cc1)C(=O)c1cccc(S(=O)(=O)N2CCN(c3ccccc3)CC2)c1
10. CCOc1ccc(-n2ccc(=O)c(C(=O)Nc3ccc(S(=O)(=O)Nc4nccs4)cc3)n2)cc1

compound no.,1,2,3,4,5,6,7,8,9,10
B2AR arrestin,0.0%,-1.9%,-3.6%,-1.0%,0.5%,-0.3%,-0.1%,-0.1%,-0.1%,-0.1%
USP2a inh,-2%,-1%,1%,6%,2%,2%,-3%,5%,-1%,4%
Integrin act MD,-4%,-9%,-17%,-9%,-2%,-5%,16%,9%,-6%,?
ELG1 genotoxic,-6%,-11%,3%,-1%,1%,7%,-8%,?,-15%,4%
uPA generation,?,-2%,3%,2%,0%,0%,2%,0%,-6%,4%
p53 reactivator,-19%,1%,4%,2%,9%,4%,4%,?,-3%,-2%
TRPV1 agonist,1,10,5,/,2,-6,-1,/,-3,0
BRCA1 expr act,-32%,-57%,-4%,-2%,-5%,-12%,-9%,10µM*,-58%,3%
Eya2 phos inh,4%,0%,2%,-8%,3%,2%,-5%,2%,-11%,3%
PTAP TSG101 blk,-7%,-9%,-4%,1%,-3%,-2%,-1%,-9%,1%,-3%
S-ASM inh,-12%,-1%,25%,-1%,9%,5%,0%,2%,-13%,-3%

# Three compounds already listed, arranged by their value in PTAP TSG101 blk, low to high:
no.	SMILES	PTAP TSG101 blk
2	CC(C)COc1ccc(C(=O)N(CC(=O)Nc2ccccc2C(F)(F)F)Cc2ccco2)cc1	-9%
3	CCCCN(C(=O)C(C)Oc1ccc(Br)cc1)c1c(N)n(CC(C)C)c(=O)[nH]c1=O (stereo not drawn)	-4%
4	Cc1ccc(C(C(=O)NCc2ccco2)N(C(=O)CNC(=O)c2cccs2)c2ccc(C)cc2)cc1 (stereo not drawn)	1%

# (listing goes on)
11. CCC(C)NC(=S)Nc1ccc2nc(N3CCOCC3)cc(C)c2c1 (stereo not drawn)
12. CN(C)CCCNC(=O)c1cc2c3ccccc3n(C)c2s1
13. Nc1nc(SCC(=O)Nc2ccc3c(c2)OCO3)n[nH]1
14. COc1cc(NC(=O)CCCn2c(=S)[nH]c3ccccc3c2=O)cc(OC)c1OC
15. O=C(COc1ccccc1[N+](=O)[O-])Nc1ccccc1N1CCCC1
16. COc1cc2cc(CN(CCN3CCOCC3)C(=O)Nc3ccc(F)cc3)c(=O)[nH]c2cc1OC
17. O=C(Nc1ccc(S(=O)(=O)Nc2ccc(F)cc2)cc1)c1ccc(CN2CCOCC2)cc1
18. CCc1ccc(C(=O)Nc2cc(S(=O)(=O)N3CCOCC3)ccc2N2CCOCC2)cc1
19. CCC1=Nc2cc(C(=O)NCCCN3CCN(C)CC3)ccc2Sc2ccccc21
20. COc1cc(/C=N/Nc2ccc(C(=O)O)cc2)ccc1O

compound no.,11,12,13,14,15,16,17,18,19,20
B2AR arrestin,-0.9%,-1.7%,-0.2%,0.0%,-0.3%,-1.4%,-0.5%,-0.1%,0.2%,-0.3%
USP2a inh,-1%,1%,1%,-1%,-1%,2%,-6%,1%,4%,0%
Integrin act MD,7%,1%,-1%,?,12%,0%,-9%,21%,-12%,15%
ELG1 genotoxic,-4%,-1%,1%,1%,-6%,4%,-12%,0%,3%,?
uPA generation,8%,-2%,1%,2%,1%,-4%,-7%,5%,-2%,-7%
p53 reactivator,-4%,0%,5%,-2%,-3%,0%,-2%,-1%,-5%,-1%
TRPV1 agonist,-3,2,-1,0,29,1,-1,/,0,-4
BRCA1 expr act,-2%,-2%[1.84 µM],-8%,-3%,0%,-13%,-45%,-28%,-23%,-27%
Eya2 phos inh,-18%,-7%,10%,12%,-2%,-5%,-4%,-20%,4%,18%
PTAP TSG101 blk,1%,2%,-3%,-3%,4%,-7%,-10%,-5%,-7%,-6%
S-ASM inh,174%[activator],-4%,-3%,0%,-6%,18%,-4%,-3%,1%,106%[activator]

21. OC(COc1ccc2ccccc2c1)CN1CCN(c2ccc(F)cc2)CC1 (stereo not drawn)
22. O=c1[nH]c(=S)[nH]c2nc(-c3ccccc3)cnc12
23. O=C(Nc1ncc([N+](=O)[O-])s1)C1CCN(S(=O)(=O)c2cnc[nH]2)CC1
24. O=C1c2ccccc2C(=O)N1CCC(O)C[N+](=O)[O-] (stereo not drawn)
25. Cc1ccc(C(=O)NC(=O)CSc2nncn2C)cc1
26. Cc1ccccc1OC/C(O)=C(\C#N)c1nc2ccccc2[nH]1
27. O=C1c2cccc3c([N+](=O)[O-])ccc(c23)C(=O)N1O
28. COc1ccc(C2=NCC(CSc3nnc(-c4ccc5c(c4)OCO5)o3)S2)cc1 (stereo not drawn)
29. CC(C)C[C@H](NC(=O)c1nc[nH]c1C(=O)N[C@@H](CC(C)C)C(=O)OC(C)(C)C)C(=O)OCc1ccccc1
30. CCCCN(C(=O)CN1CCOCC1)c1c(N)n(CC(C)C)c(=O)[nH]c1=O

compound no.,21,22,23,24,25,26,27,28,29,30
B2AR arrestin,-0.3%,/,0.2%,-0.3%,0.1%,-0.2%,0.3%,-0.6%,0.1%,-1.0%
USP2a inh,0%,/,-4%,-1%,3%,0%,1%,3%,-13%,1%
Integrin act MD,3%,11%,-23%,-32%,-15%,-13%,0%,-17%,-32%,-17%
ELG1 genotoxic,-1%,/,6%,-1%,0%,1%,11%,-1%,0%,-3%
uPA generation,19%,0%,3%,4%,3%,6%,?,3%,?,3%
p53 reactivator,0%,/,?,-1%,-5%,8%,?,22%,/,20%
TRPV1 agonist,-2,/,-12,-2,0,5,-2,13,12,0
BRCA1 expr act,-8%,13%,94%,-2%,1%,-15%,-79%,-21%,-28%,-12%
Eya2 phos inh,11%,/,14%,5%,13%,7%,8%,-3%,-17%,3%
PTAP TSG101 blk,-2%,-2%,-4%,0%,-3%,-3%,-12%,-1%,-6%,0%
S-ASM inh,-4%,21%,-7%,2%,3%,3%,2%,-7%,-4%,5%

31. CN(C(=O)c1ccccc1C(=O)OCC(=O)NCc1cccs1)C1CCCCC1
32. O=C(Nc1ccccc1C(=O)Nc1ccccn1)c1cc(F)c(F)cc1Cl
33. Cc1cccc(NC(=S)NN(Cc2ccccc2)c2ccccc2)c1C
34. O=c1n(Cc2ccccc2Cl)nc2n1-c1ccccc1SC2
35. CC(=O)Nc1sc(-c2ccccc2)nc1-c1ccccc1
36. O=C(Nc1ccccc1)Nc1cc(Cl)cc(Cl)c1
37. CCN(CC)C(=O)Cn1cc(/C=C(\C#N)C(=O)N2CCN(c3ccccc3)CC2)c2ccccc21

compound no.,31,32,33,34,35,36,37
B2AR arrestin,0.4%,-0.2%,-0.8%,-0.6%,0.0%,0.0%,-1.0%
USP2a inh,-1%,0%,1%,3%,1%,-7%,0%
Integrin act MD,-4%,-4%,20%,0%,14%,-56%[inhibitor],-21%[7.66 µM]
ELG1 genotoxic,-3%,-2%,-7%,?,15%,-1%,-12%
uPA generation,-1%,-5%,-4%,-8%,-5%,-9%,/
p53 reactivator,4%,/,3%,4%,-1%,16%,-3%
TRPV1 agonist,4,12,?,15,6,?,0
BRCA1 expr act,0%,-30%,-40%,11µM*,0%,-75%[inhibitor],-4%
Eya2 phos inh,-10%,-5%,10%,6%,0%,-22%,0%
PTAP TSG101 blk,-1%,-2%,-6%,-2%,-5%,-2%,-3%
S-ASM inh,-4%,-1%,-8%,0%,-5%,-9%,-1%
